# Hsp70 activator: Hsp70 transcriptional activation, primary screen; activation, % at 10 µM; HeLa Hsp70 promoter luciferase reporter, luminescence; scaled: vehicle 0, proteasome-inhibitor control 100%; actives 0.04% (n = 200,000);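 active = activation above the mean across all tested compounds plus 3 SD, cutoff set per campaign, cut at about 5.5% in these data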;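 note: 100% = MG132 at 30 µM as the positive control and 0% = DMSO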
# NF-kB neuron act: compounds increasing NF-kB expression in human neuronal cells; NF-kB reporter expression; hits give high values; fold change at 12.5 µM; actives 1.6% (n = 190,000); in the data active = fold change above about 3.3
# FLuc inhib CS: counter-screen for luciferase assay inhibitors: firefly luciferase inhibition | P08659 | ATPLite firefly luciferase biochemical luminescence, 10 min | inhibition, % at 10 µM | actives 1.5% (n = 200,000) | AID 1006;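 active = inhibition above about 50% when tested at 10 µM, limit read from the data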
# Target sequence (P08659 whole entry, looked up): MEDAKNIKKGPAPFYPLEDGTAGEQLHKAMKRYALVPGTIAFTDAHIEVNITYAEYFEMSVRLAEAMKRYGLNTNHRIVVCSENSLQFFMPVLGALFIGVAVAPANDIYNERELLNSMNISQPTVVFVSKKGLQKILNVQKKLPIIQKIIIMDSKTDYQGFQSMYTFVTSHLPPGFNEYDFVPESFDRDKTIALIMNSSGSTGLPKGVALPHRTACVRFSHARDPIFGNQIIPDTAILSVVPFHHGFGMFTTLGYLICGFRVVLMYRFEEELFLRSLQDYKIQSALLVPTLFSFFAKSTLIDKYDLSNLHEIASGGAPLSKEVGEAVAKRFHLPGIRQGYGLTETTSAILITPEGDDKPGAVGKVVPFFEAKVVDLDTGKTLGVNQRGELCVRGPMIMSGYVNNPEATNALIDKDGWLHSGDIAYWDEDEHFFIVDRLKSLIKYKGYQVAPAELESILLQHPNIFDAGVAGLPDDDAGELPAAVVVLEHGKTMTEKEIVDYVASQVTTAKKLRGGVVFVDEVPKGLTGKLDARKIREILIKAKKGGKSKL
# STAT3 activator: activators of IL-6 induced STAT3 signaling | U3A cells, IL-6 STAT3-luciferase reporter, luminescence; 100% = signal with IL-6 EC80 alone | activation (% of control), % at 5.6 µM | actives 0.91% (n = 190,000) | AID 871;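 active = activation above the screen-wide mean of compound activation plus 3 SD, cut at about 130% in these data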;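 note: 0% = background luminescence of wells with medium and substrate only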
#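 Detection: reporter luminescence signal / Assay system: STAT1-lacking human U3A cells, STAT3 luciferase reporter / Incubation: compound pre-incubation 1 h before IL-6, then 6 h stimulation at 37 °C / Control set: IL-6-only high control / Read-out: % activation relative to IL-6 control / Probe or stimulus: Interleukin-6, 33 ng/mL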
# STAT3 blocker: inhibitors of IL-6 induced STAT3 signaling. U3A cells, IL-6 STAT3-luciferase reporter, luminescence; host cell line lacks STAT1. inhibition, % at 5.5 µM. actives 0.89% (n = 190,000);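 active = inhibition above the mean inhibition across all screened compounds plus 3 SD, cut at about 44% in these data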;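 note: 0% = DMSO only wells and 100% = 100 µM nifuroxazide control wells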
# STAT1 activator: activators of IFN-gamma induced STAT1 signaling; NIH 3T3 STAT1-luciferase reporter, luminescence; 100% = IFN-gamma alone, no compound; activation (% of control), % at 5.5 µM; actives 2.6% (n = 200,000); AID 932;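 active = activation above the screen-wide mean activation plus 3 SD, cut at about 130% in these data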;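 note: raw ratio to IFN-gamma control signal so 100% means no change and 0% no light; values of inactives mirror those of a sister screen read the other way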
# RAM inhibit: inhibitors of the yeast RAM network | S. cerevisiae dse1pr::URA3 reporter, 5-FOA growth OD615, 2 d; analog-sensitive cbk1-as2 kinase mutant strain | inhibition, % at 50 µM | actives 1.8% (n = 190,000) | AID 868;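 active = inhibition above a set limit, 3 SD over mean compound inhibition, cut at about 8.4% in these data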;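 note: 0% = DMSO-only wells with no growth and 100% = 10 µM 1-NA-PP1 full growth; inhibition rescues growth on 5-FOA so higher OD means more RAM inhibition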
# STAT1 inh: reduces IFN-gamma driven STAT1 reporter signal; actives 0.35% (n = 200,000); AID 920; NIH 3T3 STAT1-luciferase reporter, luminescence; inhibition, % at 5.5 µM;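 active = inhibition above a set limit, the mean inhibition across all tested compounds plus 3 SD, cut at about 34% in these data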;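 note: 0% = IFN-gamma with DMSO and 100% = IFN-gamma with 300 µM nifuroxazide; values of inactives mirror those of a sister screen read the other way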
# APP 5'UTR act: APP 5'UTR luciferase reporter activation. SH-SY5Y APP 5'UTR luciferase reporter, luminescence; zero percent = DMSO vehicle wells. activation, % at 2 µM. actives 1% (n = 190,000);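 active = activation above a set limit, based on mean plus 3 SD of controls, cut at about 140% in these data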; note: values of inactives mirror those of a sister screen read the other way
# APP 5UTR inh: APP translation inhibition; SH-SY5Y APP 5'UTR-luciferase reporter, luminescence; inhibition, % at 2 µM; actives 0.82% (n = 190,000);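 active = inhibition above a set limit, derived from the sample mean plus 3 SD, cut at about 45% in these data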; note: values of inactives mirror those of a sister screen read the other way
# An asterisk follows results filed as active; . = not tested or not shown.
SMILES,Hsp70 activator,NF-kB neuron act,FLuc inhib CS,STAT3 activator,STAT3 blocker,STAT1 activator,RAM inhibit,STAT1 inh,APP 5'UTR act,APP 5UTR inh
Cc1ccc(CN=c2c([N+](=O)[O-])nn(-c3ccc4c(c3)OCCO4)n2O)cc1,-0.1,3.11,6.2,97.6,0.7,135.4*,6.0,-39.8,93.5,-93.5
CCCC(CCC(=O)OC)(C(=O)OCC)c1csc(N)n1 (stereo not drawn),-0.1,0.97,-4.7,102.9,3.1,99.2,-0.6,0.8,12.8,-12.8
CCOc1ccc2nc(COC(=O)c3cccs3)c(C(=O)c3ccccc3)[n+]([O-])c2c1,-0.5,0.8,1.1,90.5,13.7,109.0,1.9,-9.9,15.6,-15.6
O=C(O)CCn1cnc2ccccc2c1=O,-0.1,0.92,-1.7,99.2,3.5,111.6,0.6,-12.7,4.7,-4.7
COc1ccc(NC(=O)[C@@H]2[C@@H]3C(=O)N(C4CCCCC4)C(=O)[C@@H]3C3c4ccccc4C=CN32)cc1 (stereo partly drawn),0.2,1.18,-3.8,114.7,-9.8,95.9,2.1,4.5,-3.8,3.7
CC12CC3(C)CC(C)(C1)CC(C(=O)NCc1ccccn1)(C2)C3,0.2,0.84,-3.3,103.0,6.0,99.9,1.5,0.3,20.4,-20.4
CSC(=NNC(=O)c1ccc(O)cc1)SC,0.2,1.12,7.1,107.1,-0.4,99.4,0.4,0.6,-10.8,10.8
COc1ccc(/C=N/NC(=O)c2cc(OC)c(OC)c(OC)c2)cc1CN1CCc2cc(OC)c(OC)cc2C1C (stereo not drawn),0.1,0.66,-6.8,95.9,7.1,85.8,0.5,13.8,16.9,-16.9
COc1ccccc1NC(=O)CN1CCN(CC(=O)Nc2ccc3c(c2)OCO3)CC1,0.1,1,-2.6,94.5,11.0,99.4,1.0,2.0,-6.5,6.5
CCN1CCN(CCCNC(=O)c2cc3sccc3n2CC)CC1,-0.1,1.07,-0.5,97.9,7.8,103.5,2.3,-3.9,-5.1,5.1
CC(C)(C)S(=O)(=O)c1cnc2c(-c3ccsc3)cnn2c1N,0.2,1.02,8.5,119.1,-14.9,132.4*,5.0,-36.6,84.9,-84.9
COC(=O)C1=CN(C2CC2)C=C(C(=O)OC)C1c1ccc(C(=O)OC)cc1,0.1,1.21,0.2,105.3,0.2,93.5,3.4,5.9,49.0,-20.1
Cc1cc(C)n(-c2cc(Oc3ccccc3)ncn2)n1,0.0,1.48,2.4,80.5,23.4,111.0,1.3,-12.0,14.1,-14.1
CC(C)C1Oc2ccccc2N(CC(=O)N(Cc2ccccn2)CC2CCCO2)C1=O (stereo not drawn),0.1,1.33,-8.4,101.4,4.9,95.6,0.8,5.9,-4.8,4.8
CCc1nnc(NC(=O)CSc2nc(C3CCCCC3)nc3ccccc23)s1,-0.2,1.25,-4.2,107.1,-2.7,102.7,10.1*,-3.0,19.3,-19.3
CC(Sc1nc2ccccc2s1)C(=O)c1c(N)n(C)c(=O)n(C)c1=O (stereo not drawn),-0.3,0.89,1.4,96.5,9.3,91.9,1.8,7.4,-4.4,4.4
O=C(CCNS(=O)(=O)c1ccc(Br)s1)Nc1ccc(Cl)cc1,-0.7,1.26,-0.2,100.3,5.3,102.8,4.0,-3.1,17.4,-17.4
CC(C)(C)NC(=O)C(c1cccs1)N(Cc1ccc(F)cc1)C(=O)c1csnn1 (stereo not drawn),0.2,1.16,-1.6,103.1,2.3,90.8,2.1,8.1,11.8,-11.8
CCOC(=S)SCC(=O)Nc1nc(-c2ccc(Br)cc2)cs1,-0.3,4.59*,-4.4,108.0,-5.5,108.1,7.7,-9.0,-32.2,32.2
COc1ccc2[nH]c(=O)c(CN(CC3CCCO3)C(=S)Nc3cccc(C)c3)cc2c1 (stereo not drawn),0.0,0.53,2.0,97.4,8.0,105.8,1.8,-8.3,10.2,-10.3
COc1cc(OC)c(S(=O)(=O)N2CCCCC2)cc1S(=O)(=O)N1CCCCC1,-0.2,1.25,-0.8,110.3,-10.1,90.6,0.4,11.4,-18.2,18.2
C/C=C/c1ccc(OCCCCOc2ccccc2C(C)=O)c(OC)c1,-0.3,0.96,-2.5,96.8,4.7,95.5,0.6,5.0,-18.6,18.6
Oc1cccc(/C=N\Nc2nncc(-c3ccccc3)n2)c1,0.1,1.21,41.9,92.0,13.1,82.5,1.4,17.8,98.7,-98.7
NC(=O)COc1ccc(/C=N/NC(=O)C2CCCN2S(=O)(=O)c2ccc(Cl)cc2)cc1 (stereo not drawn),-0.2,0.8,-4.9,102.1,-5.7,108.9,1.1,-9.6,-1.2,1.2
O=C(COC(=O)c1cccc(S(=O)(=O)NCc2ccccc2)c1)Nc1ccccc1OC(F)F,-0.1,0.92,-5.3,101.9,3.7,100.7,2.1,-0.8,8.4,-8.4
COC(=O)c1sc2ccccc2c1-n1cccc1C(=O)C(=O)Nc1ccccc1,-0.3,1.05,-2.4,99.5,2.1,97.8,5.8,2.5,18.0,-18.0
C=CCn1c(SCC(=O)c2[nH]c(C)c(C(=O)OCC)c2C)nc2scc(-c3ccc(OC)c(OC)c3)c2c1=O,-0.4,1.06,-9.8,93.7,10.7,97.2,4.5,3.1,-27.6,27.6
Cc1cc(C(=O)NC(C)c2ccncc2)no1 (stereo not drawn),-0.1,0.98,-7.5,99.5,5.0,94.9,0.9,6.8,6.9,-6.9
Cc1ccc(-c2nc3ccccc3s2)cc1S(=O)(=O)N1CCOCC1,-0.4,1.12,-5.0,102.2,-5.8,92.2,3.0,8.5,14.9,-14.9
COc1ccc(C2C(C#N)=C(N)Oc3cc(C)n(CCN4CCOCC4)c(=O)c32)cc1OC (stereo not drawn),-0.1,1.09,1.3,94.0,11.5,101.4,0.1,-3.3,-5.7,5.7
O=C(NCCCCc1ccccc1)C1CC(c2ccccc2[N+](=O)[O-])=NO1 (stereo not drawn),0.0,1.01,-5.8,103.8,5.8,100.9,-0.9,-1.0,0.0,0.0
CC(C)N1C(=O)CCC1C(=O)NCCc1ccccc1 (stereo not drawn),0.1,1.01,-7.4,106.1,-2.2,105.0,0.6,-5.5,-12.3,12.3
Cc1nc(SCC#N)c2c3c(sc2n1)CCC3,-0.5,1.1,-5.6,103.3,-1.1,102.0,1.3,-2.1,2.4,-2.4
CCCc1nc2cc(Cl)c([N+](=O)[O-])cc2o1,0.2,0.9,5.8,91.8,19.7,105.5,0.1,-7.0,18.3,-18.3
CC(=O)c1cccc(NC(=O)COC(=O)[C@@H](NC(=O)OCc2ccccc2)C(C)C)c1,-0.2,0.92,1.6,105.7,-0.9,93.8,0.2,6.8,2.3,-2.3
CC(C)(C)NC(=O)COC(=O)CCC(=O)c1cccs1,-0.4,1,-3.0,98.1,4.1,103.9,0.7,-6.8,12.2,-12.2
C=CCNC(=O)C(C)Sc1ccc(Cl)cc1 (stereo not drawn),-0.2,1.04,-4.2,97.6,5.9,100.7,-0.2,2.1,.,-14.8
CCN(CC)C(=O)CN(c1cccc(OC)c1)S(=O)(=O)c1ccc(C)cc1,-0.5,1,-4.7,99.6,1.6,96.4,-1.1,6.8,3.9,-3.9
O=[N+]([O-])c1ccc(CN2CCSCC2)cc1,-0.2,1.35,-9.8,103.3,-0.1,101.2,1.1,-3.2,-17.8,17.8
O=C(Oc1ccc(-c2ccccc2)cc1)N1CCOCC1,-0.3,2.25,3.8,87.6,18.3,137.1*,2.2,-40.6,60.5,-60.5
O=C(NCCc1ccc(Cl)cc1)C1CCN(C(=O)c2sccc2-n2cccc2)CC1,-0.2,0.73,-8.8,95.5,10.3,94.8,1.5,5.7,-3.5,3.5
Cc1cc(Oc2ccc(C(C)(C)C)cc2)nc(N2CCOCC2)n1,-0.5,0.85,-5.9,97.6,8.4,103.3,-0.9,-3.6,15.8,-15.8
CN(C)C(CNC(=O)Nc1cccc(Cl)c1)c1cccnc1 (stereo not drawn),-0.3,1.12,-3.2,104.1,-2.1,96.6,-0.8,3.7,1.0,-1.0
O=Cc1cn(CC(=O)N2CCCc3ccccc32)c2ccccc12,0.1,0.9,-8.1,96.5,7.7,98.7,2.9,1.5,13.7,-13.7
O=C(CSc1nc(C2CCCCC2)n(-c2ccccc2)n1)NCCN1C(=O)CSC1=O,-0.4,1,-1.5,97.3,6.0,94.2,2.1,6.2,13.1,-13.1
CCC(C)n1nnc2c(=O)oc3ccccc3c21 (stereo not drawn),-0.1,1.16,-6.3,105.1,5.6,101.7,2.2,-1.9,9.9,-9.9
N/C(=N\OC(=O)CCC1CCCC1)c1ccccn1,-0.3,1.11,84.2*,98.6,-0.8,118.4,-0.7,-16.9,48.1,-48.1
CCOC(=O)c1sc(NC(=O)c2c(C)noc2C)c(C(=O)OCC)c1C,-0.3,.,.,98.6,1.3,94.2,.,6.3,-7.0,7.0
O=C(CN(Cc1ccccc1)S(=O)(=O)c1ccccc1)N/N=C/c1ccc([N+](=O)[O-])cc1,-0.3,0.89,-0.7,104.0,4.2,102.2,-0.8,-2.4,-10.0,10.0
Cc1oc(=O)c(NC(=O)c2ccccc2)cc1C(N)=O,0.1,1.3,-9.3,92.4,11.5,95.4,0.4,4.8,1.0,-1.0
COc1ccc(N2CCN(C(=O)NCc3ccc(OC)c(Cl)c3)CC2)cc1,0.1,1.11,-1.7,92.8,14.9,106.7,0.8,-8.7,12.9,-12.9

# Rewritten with tabs: entries from further up
Molecule	Hsp70 activator	NF-kB neuron act	FLuc inhib CS	STAT3 activator	STAT3 blocker	STAT1 activator	RAM inhibit	STAT1 inh	APP 5'UTR act	APP 5UTR inh
CCN(CC)C(=O)CN(c1cccc(OC)c1)S(=O)(=O)c1ccc(C)cc1	-0.5	1	-4.7	99.6	1.6	96.4	-1.1	6.8	3.9	-3.9
O=[N+]([O-])c1ccc(CN2CCSCC2)cc1	-0.2	1.35	-9.8	103.3	-0.1	101.2	1.1	-3.2	-17.8	17.8
O=C(Oc1ccc(-c2ccccc2)cc1)N1CCOCC1	-0.3	2.25	3.8	87.6	18.3	137.1*	2.2	-40.6	60.5	-60.5
O=C(NCCc1ccc(Cl)cc1)C1CCN(C(=O)c2sccc2-n2cccc2)CC1	-0.2	0.73	-8.8	95.5	10.3	94.8	1.5	5.7	-3.5	3.5
Cc1cc(Oc2ccc(C(C)(C)C)cc2)nc(N2CCOCC2)n1	-0.5	0.85	-5.9	97.6	8.4	103.3	-0.9	-3.6	15.8	-15.8
CN(C)C(CNC(=O)Nc1cccc(Cl)c1)c1cccnc1 (stereo not drawn)	-0.3	1.12	-3.2	104.1	-2.1	96.6	-0.8	3.7	1.0	-1.0
O=Cc1cn(CC(=O)N2CCCc3ccccc32)c2ccccc12	0.1	0.9	-8.1	96.5	7.7	98.7	2.9	1.5	13.7	-13.7
O=C(CSc1nc(C2CCCCC2)n(-c2ccccc2)n1)NCCN1C(=O)CSC1=O	-0.4	1	-1.5	97.3	6.0	94.2	2.1	6.2	13.1	-13.1

# Assay outcomes from PubChem.

# Compounds as they come (roughly 7.7% active in at least one column).
